PglD inh: inhibitors of Campylobacter jejuni PglD acetyltransferase. purified PglD enzyme, DTNB colorimetric CoA detection. inhibition, % at 12.5 µM. 360,000 tested, 0.098% active. AID 602405; in the data active = inhibition above about 16%, passing the limit was not always enough; also: strong numbers were not always called active
RAD54 inh: RAD54 (human) branch migration inhibition | Q92698 | RAD54 Holliday junction branch migration, FAM/BHQ fluorescence | inhibition, % at 10.4 µM | 360,000 tested, 0.14% active | AID 602329;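 active = mean normalized replicate activity at least 40 and at least half of replicates scoring 40 or more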;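 also: 0% = median of neutral control wells and 100% = median of positive control wells; inhibitors cause a drop in the FAM fluorescence signal; in these data hits start at about 50%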
RAD52 anneal inh: inhibitors of human RAD52 DNA annealing; recombinant RAD52 DNA annealing, FRET fluorescence; inhibition, % at 18.7 µM; 360,000 tested, 0.46% active; AID 651710;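 active = every replicate showing at least 50% inhibition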
E-selectin induc: induces E-selectin expression in human endothelial cells; P16581; HUVEC E-selectin immunofluorescence imaging; normalized: neutral wells 0, TNF-alpha wells 100; activation, % at 7.58 µM; 260,000 tested, 0.37% active; AID 686992;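 active = mean E-selectin-positive cell signal at least 10% of the positive control, reached in at least 60% of replicates, without over 20% cell loss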;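 also: in these data hits start at about 27%; measured in HUVEC primary endothelial cells; signal is the percent of cells scored E-selectin positive by PE staining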
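Read-out basis: % PE-positive cells; Test system: HUVEC primary endothelial cells; Technique: immunofluorescence imaging; Dosing: single-point compound dose.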
Cneo AK release: causes C. neoformans cell lysis; adenylate kinase release luminescence, 4 h; normalised: neutral wells 0, clomiphene wells 100; lysis activity, % at 15 µM; AID 651654; 360,000 tested, 0.2% active;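 active = mean lysis activity across replicates of at least 80%, whatever share of replicates individually reach that level; inactive = mean lysis activity below 80%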
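Schedule: static 4 h at 37 °C with compound, 1 h detection; system: C. neoformans cells; benchmarks: Clomiphene as positive control; buffer or medium: fresh YPD medium; measure: luminescence rise reflecting yeast cell lysis; measured by: luminescent adenylate kinase detection reagent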
PGC1a acetyl inh: modulators of PGC1a acetylation. U2OS PGC1a acetylation, AlphaScreen anti-acetyl-lysine; with virally co-expressed GCN5 acetyltransferase. inhibition, % at 15.6 µM. 350,000 tested, 0.17% active;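 active = every replicate shows inhibition of at least 40%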;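 also: 0% = neutral control wells and 100% = positive control wells; some results beyond the cut were filed as inactive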
ERAP1 HTS inh: blocks human ERAP1 aminopeptidase activity | 340,000 tested, 0.15% active | AID 652197 | inhibition, % at 10.7 µM | recombinant ERAP1, Leu-AMC fluorescence, 60 min;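 active = mean replicate inhibition of at least 30%, or all replicates individually reaching that 30% level; inactive = mean below 30% and not every replicate reaching it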;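 also: 0% = neutral control wells and 100% = L-leucinethiol positive control wells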
Target sequence (Q9NZ08 whole entry, looked up): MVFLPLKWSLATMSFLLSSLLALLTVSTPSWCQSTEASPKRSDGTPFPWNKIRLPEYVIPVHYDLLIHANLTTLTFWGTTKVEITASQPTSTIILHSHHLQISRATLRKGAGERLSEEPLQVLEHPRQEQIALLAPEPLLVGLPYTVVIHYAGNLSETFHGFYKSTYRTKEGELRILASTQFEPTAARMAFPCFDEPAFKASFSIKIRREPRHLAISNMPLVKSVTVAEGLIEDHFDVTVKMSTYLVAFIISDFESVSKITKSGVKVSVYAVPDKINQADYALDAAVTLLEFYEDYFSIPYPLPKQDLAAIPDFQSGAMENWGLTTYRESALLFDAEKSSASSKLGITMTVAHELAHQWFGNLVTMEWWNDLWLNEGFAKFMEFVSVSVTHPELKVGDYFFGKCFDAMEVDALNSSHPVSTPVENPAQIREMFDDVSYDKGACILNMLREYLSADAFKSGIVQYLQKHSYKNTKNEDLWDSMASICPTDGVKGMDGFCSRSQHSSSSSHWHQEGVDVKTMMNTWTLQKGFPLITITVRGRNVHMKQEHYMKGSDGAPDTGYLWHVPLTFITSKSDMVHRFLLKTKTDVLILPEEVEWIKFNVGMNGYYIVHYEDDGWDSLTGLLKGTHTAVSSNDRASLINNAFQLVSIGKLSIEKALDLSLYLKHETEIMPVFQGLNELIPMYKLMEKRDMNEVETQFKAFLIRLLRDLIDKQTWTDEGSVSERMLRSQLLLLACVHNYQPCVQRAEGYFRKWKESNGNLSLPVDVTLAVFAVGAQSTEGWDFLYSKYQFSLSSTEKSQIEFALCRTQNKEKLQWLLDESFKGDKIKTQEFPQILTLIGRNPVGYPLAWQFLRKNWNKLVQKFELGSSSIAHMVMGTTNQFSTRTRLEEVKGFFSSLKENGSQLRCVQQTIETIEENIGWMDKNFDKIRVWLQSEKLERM
miR-122 sensor: blocks miR-122 activity in Huh7 sensor cells | Huh7 miR-122 Renilla luciferase sensor, 48 h; neutral wells = 0, positive control = 100 | activation (reporter increase), % at 12.5 µM | 340,000 tested, 0.3% active | AID 602342;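 active = mean replicate activation score at least 90 and every replicate individually at or above 90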;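 also: higher luciferase means less miR-122 activity so hits act as miR-122 inhibitors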
The depositor's hits bear a star; · = no result given; [ ] = remark or other dose. Compounds were not picked by outcome; overall some 1.4% were active at least once.

Order of values: PglD inh	RAD54 inh	RAD52 anneal inh	E-selectin induc	Cneo AK release	PGC1a acetyl inh	ERAP1 HTS inh	miR-122 sensor
1. Cc1ccn2cc(CCNS(=O)(=O)c3ccc(F)c(C(F)(F)F)c3)nc2c1
  -0.6	3.5	-7.1	0.1	0.6	-4.6	-2.7	-4.5
2. CCOc1cc(C(=O)CCC(=O)OCC(=O)Nc2ccc(F)cc2)ccc1O
  -1.9	-3.1	-2.5	0.4	-0.8	-6.9	-1.6	-1.5
3. C[C@@H]1CCCCO[C@H](CN(C)C(=O)NC2CCCCC2)[C@@H](C)CN([C@@H](C)CO)C(=O)c2cc(NC(=O)c3ccncc3)ccc2O1
  -0.5	-4.4	-15.3	0.6	2.6	-3.5	-0.6	-3.3[16.7 µM]
4. O=C(Nc1ccsc1C(=O)NC1CCCCC1)c1ccccc1
  -5.5	0.6	·	·	-0.6	·	·	-16.9
5. C[C@H]1CCCCO[C@@H](CN(C)C(=O)NC2CCCCC2)[C@@H](C)CN([C@@H](C)CO)C(=O)c2cc(NC(=O)C3CCCCC3)ccc2O1
  0.0	5.6	-26.4	0.0	-0.2	-9.1	6.0	-2.5[16.7 µM]
6. CCCN1C(=O)/C(=C/c2ccccc2OCc2ccc(C(=O)O)cc2)NC1=S
  ·	·	0.5	-0.3	·	-7.0	-27.3	4.8
7. COc1ccc2c3c([nH]c2c1)[C@H](CO)N(C(=O)C1CCOCC1)CC31CN(Cc2cccc(F)c2)C1
  ·	·	4.0	0.2	·	4.5	0.7	·
8. Cc1ccc(C(=O)CC(=O)COc2ccc(Cl)cc2)cc1
  ·	·	-20.3	-0.2	·	7.2	-0.9	·
9. COc1cc(CC(=O)OCC(=O)Nc2ccc(Cl)c(S(=O)(=O)N(C)C)c2)cc(OC)c1OC
  2.9	6.4	-18.5	-0.1	10.6	13.7	·	-0.5
10. CCC(=O)N1C[C@@H](C)[C@H](OC)CN(C)C(=O)c2cc(NC(=O)c3ccccc3)ccc2OC[C@H]1C
  -1.8	-2.4	12.3	0.1	-2.2	-2.3	0.4	-13.4[16.7 µM]
11. CCN1CCN(c2ncnc3c2cnn3-c2ccc(Cl)cc2)CC1
  -1.4	5.7	8.0	-1.5	-0.4	6.8	3.2	-6.1
12. C/C(=N\Nc1cc(Cl)nc(C)n1)c1ccc(C)cc1
  -0.7	-7.6	·	·	4.4	-18.5	·	8.6
13. O=[N+]([O-])c1ccc(N=Cc2sc3ccccc3c2O)cc1
  -3.5	-5.5	-22.4	0.1	1.6	-10.0	3.7	7.1
14. COCC(C)n1c(SCC(=O)N2CCOCC2)nc2ccccc2c1=O (configuration not stated)
  0.1	0.7	-19.6	·	0.8	10.9	-1.1	-4.7
15. COc1ccc(-n2c(=O)c(CCC(=O)N(C)Cc3cccs3)nc3ccccc32)cc1
  -2.7	-6.8	-1.9	-0.2	1.1	·	-5.4	·
16. Cc1cc(Br)ccc1NC(=O)CN(C)C(=O)c1cccc(S(=O)(=O)N2CCN(C)CC2)c1
  5.9	-6.5	-10.9	-0.6	3.7	-12.5	1.1	-3.4
17. COc1ccc(C=Nc2cccnc2N)cc1
  4.1	-13.0	·	·	-0.4	14.2	·	1.5
18. O=C(COC(=O)CNC(=O)C1CCCCC1)Nc1cccc(F)c1
  -1.4	-6.8	-15.9	·	0.8	11.4	2.8	-6.8
19. COc1ccccc1-c1ccc2c(c1)[C@H]1[C@H](CCN1S(=O)(=O)c1ccccc1F)[C@H](CO)N2
  2.6	3.5	33.8	-0.7	-1.0	-10.2	-1.2	-10.8[16.7 µM]
20. O=C(CN1C(=O)COc2ccccc21)N1CCc2ccccc21
  4.2	-3.4	·	·	2.7	-10.9	·	·
21. COc1ccc(N(C(=O)c2snc(C(N)=O)c2N)C(C(=O)NCc2ccccc2)c2ccc(O)cc2)cc1OC (configuration not stated)
  -3.8	2.0	-14.3	·	5.0	4.4	3.5	-7.5
22. O=S(=O)(c1ccc(F)cc1)N1CCCCN2[C@H](CO)[C@@H](c3ccc(-c4cncnc4)cc3)[C@H]2C1
  0.2	-1.7	5.7	0.2	3.8	4.8	0.8	1.9[16.7 µM]
23. C/C(=N/Nc1ccccc1[N+](=O)[O-])c1ccc([N+](=O)[O-])cc1
  5.9	0.2	-8.1	·	-0.5	·	0.7	·
24. CCN(CC(=O)Nc1ccc2c(c1)OCCO2)C(=O)c1cc(S(=O)(=O)N2CCOCC2)ccc1F
  0.7	-7.4	-3.2	·	-3.0	·	-0.9	-0.3
25. O=C1C2CC(O)CN2C(=S)N1Cc1ccccc1 (configuration not stated)
  -4.4	2.5	2.3	3.5	-2.2	-1.9	2.3	-2.1
26. Fc1ccccc1COc1ccc(Br)cc1CNCc1ccncc1
  -5.2	2.8	·	·	4.8	0.7	·	-6.7
27. COC(=O)c1ccccc1NC(=O)CSc1nnc(-c2ccncc2)o1
  5.1	-7.1	·	·	-2.9	3.9	·	1.9
28. C=CCOC(=O)C1=C[C@@H](c2cn(C(C)=O)c3ccccc23)C[C@@H](OCCCCO)O1
  -6.5	-5.6	-196.1	0.0	0.9	-4.5	-3.7	-4.4
29. O=C(c1ccc(NC2=NC3CS(=O)(=O)CC3S2)cc1)N1CCN(c2ccc(F)cc2)CC1 (configuration not stated)
  -5.9	5.3	-10.7	·	-0.7	4.4	0.5	-6.3
30. N#CCCn1cc(C(N)=O)c(-c2cccs2)n1
  1.2	-10.1	-43.2	0.0	1.5	7.1	8.6	-4.3
31. S=C(NCCc1ccccn1)Nc1ccccc1Cl
  14.1	5.6	-9.5	2.1	1.1	6.7	0.5	2.7
32. CC(C)Oc1ccc(CC2CCC(=O)N(C)C2=O)cc1 (configuration not stated)
  -10.0	-2.8	-3.0	-1.1	-0.9	·	-1.4	4.2
33. C/C(=N\Nc1nccnc1Cl)c1ccc(Cl)c(Cl)c1
  3.3	-0.7	-112.3	-0.3	3.8	13.0	-4.1	3.1
34. COc1cc2c(c(OC)c1OC)C(=O)C(=Cc1ccccc1)O2
  0.4	1.0	-12.1	0.8	-1.2	-10.0	-0.7	-10.4
35. NC(=O)c1nsc(C(=O)N(c2cccc(F)c2)C(C(=O)NCC2CCCO2)c2c[nH]c3ccccc23)c1N (configuration not stated)
  0.5	4.1	-35.2	·	1.7	·	0.6	·
36. COc1cc(/C=C(/C#N)c2ccccc2)ccc1Oc1ccc([N+](=O)[O-])cn1
  -1.4	-7.2	·	·	-1.9	·	·	-6.0
37. CC(C)C(=O)NCc1cc(-c2ccc(Cl)cc2)no1
  ·	·	8.0	1.3	·	-4.6	6.6	·
38. COc1ccc(C)cc1S(=O)(=O)N1CCN(C(=O)c2ncoc2-c2ccccc2F)CC1
  -4.2	-1.5	-14.6	·	0.9	·	0.0	-2.3
39. COc1ccccc1CNC(=O)COC(=O)CCN=C1NS(=O)(=O)c2ccccc21
  3.5	-4.1	-1.2	-0.1	0.0	·	0.1	11.9
40. Cn1c(=O)c2[nH]c(NN=Cc3ccc(F)cc3)nc2n(C)c1=O
  -8.9	-7.2	-9.3	-0.2	-0.6	-9.3	1.3	-12.9
41. Clc1ccc(N2O[C@H]3C=C[C@@H]2C3)nc1
  0.1	-15.0	·	·	11.8	-3.0	·	7.6
42. C[C@H](O)C#Cc1ccc([C@@H]2[C@H](CO)N3CCCCN(C(=O)Nc4ccccc4)C[C@@H]23)cc1
  3.7	-4.0	-14.8	-0.3	1.3	0.8	1.5	4.4[16.7 µM]
43. C[C@H](CO)N1C[C@H](C)[C@H](CN(C)Cc2ccccn2)Oc2cc(-c3cccnc3)ccc2S1(=O)=O
  -2.9	-6.0	-3.8	-0.8	-0.3	-2.7	-0.7	-7.4[16.7 µM]
44. O=C(NCc1ccc2c(c1)OCO2)c1ccc(C2SCC(=O)N2Cc2ccco2)cc1 (configuration not stated)
  3.2	1.3	·	·	-0.8	6.0	·	7.0
45. OCCNCc1cccc(-c2ccccc2)c1O
  6.9	-3.9	-10.0	-0.2	4.4	3.4	0.1	-2.2
46. COC(=O)c1ccc(NC(=O)CSc2nc(=O)cc(N)n2-c2ccccc2)cc1
  ·	·	-14.2	5.1	·	2.6	-1.1	1.8
47. CN(C)CCC(O)(c1ccccc1)c1ccccc1Cl (configuration not stated)
  ·	·	-7.2	0.2	·	-7.8	1.4	58.2
48. COc1cccc(C2=CC(=O)CC(c3ccco3)C2)c1 (configuration not stated)
  -4.6	-5.9	-42.8	0.2	-1.4	6.2	2.9	-9.5
49. Cc1c(NC(=O)c2ccc(N(Cc3ccccc3)S(C)(=O)=O)cc2)c(=O)n(-c2ccccc2)n1C
  -1.4	2.8	0.6	·	-2.6	-1.9	-2.1	1.9
50. COc1ccc(CCNCc2csc3nc4ccccc4n23)cc1OC
  -6.9	-13.1	·	·	-0.6	-0.1	·	5.0
51. CCCCN(CCO)CCCC
  -7.1	1.1	-4.4	·	1.0	-5.8	-6.4	-2.3
52. Cc1ccc(S(=O)(=O)N(C)C[C@H]2Oc3c(NC(=O)NC4CCCCC4)cccc3C(=O)N([C@H](C)CO)C[C@H]2C)cc1
  4.4	-5.8	-25.0	0.2	-4.0	-2.1	-0.7	-9.6[16.7 µM]
53. CC1=CC(C)(C)N2C(=O)C3(C(C#N)=C(N)Oc4cc(C)oc(=O)c43)c3cc(C)cc1c32 (configuration not stated)
  -3.5	-5.1	·	·	-5.4	·	·	0.3
54. O=C(Nc1ccc(Cl)cc1)N1CC=CCC1
  5.2	-8.0	·	·	-3.2	12.8	·	-11.2
55. CCC(=O)N1C[C@@H](C)[C@@H](OC)CN(C)C(=O)c2ccc(NC(=O)COC)cc2OC[C@H]1C
  -3.0	-2.8	-20.0	0.7	0.3	8.6	1.3	12.0[16.7 µM]
56. Cc1nn(-c2ccccc2)c(Cl)c1/C=N/Nc1nnc(C)c(=O)[nH]1
  ·	·	-14.9	-0.7	·	4.6	-8.2	·
57. Cn1c(=O)n(C)c2cc3[nH]cnc3cc21
  0.2	-21.3	-1.8	0.4	-0.2	0.8	3.3	-2.1

Some entries already given, showing only PGC1a acetyl inh:
entry | mol | PGC1a acetyl inh
54 | O=C(Nc1ccc(Cl)cc1)N1CC=CCC1 | 12.8
50 | COc1ccc(CCNCc2csc3nc4ccccc4n23)cc1OC | -0.1
51 | CCCCN(CCO)CCCC | -5.8

Compound activity (PubChem BioAssay)
